# D2 ag: HTS Assay for Allosteric Agonists of the Human D2 Dopamine Receptor: Primary Screen for Agonists; D(2) dopamine receptor (Homo sapiens), P14416; HEK293 T-REx D2 cells, calcium flux agonist mode; activation, % at 2 µM; 340,000 tested, 0.53% active; AID 485358, 2010;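 active = activation over 3 SD above normal in the single-dose calcium agonist read, cut at about 30% in these data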; note: 0% is about no effect
# Target sequence (P14416 whole entry, looked up): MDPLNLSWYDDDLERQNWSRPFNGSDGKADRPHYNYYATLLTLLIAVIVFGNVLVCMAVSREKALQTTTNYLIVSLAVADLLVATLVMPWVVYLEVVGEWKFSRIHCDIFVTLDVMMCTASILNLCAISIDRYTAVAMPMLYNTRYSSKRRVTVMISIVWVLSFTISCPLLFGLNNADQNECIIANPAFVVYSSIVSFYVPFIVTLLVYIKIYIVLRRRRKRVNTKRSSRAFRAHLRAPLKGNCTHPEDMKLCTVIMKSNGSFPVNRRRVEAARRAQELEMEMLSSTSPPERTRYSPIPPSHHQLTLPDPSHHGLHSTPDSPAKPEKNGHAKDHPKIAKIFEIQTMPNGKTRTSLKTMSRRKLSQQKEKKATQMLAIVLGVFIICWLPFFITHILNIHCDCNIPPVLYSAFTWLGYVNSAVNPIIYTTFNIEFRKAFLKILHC
#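 Calcium-flux readout, 1 cycle/sec over 180 s following compound pin transfer, in inducible HEK293 Trex D2 cells (force-coupled); dopamine controls included. Positive calcium responses during this window marked compounds as potential agonists.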
# D1 potentiator: Potentiators of Human D1 Dopamine Receptor: qHTS; AID 504651, 2011; 360,000 tested, 0.036% active; potentiation, % at 10 µM; D(1A) dopamine receptor (Homo sapiens), P21728; HEK293 TREx D1 cells, calcium flux, dopamine EC20 potentiation; in the data active = potentiation above about 30%; note: 0% is about no effect
# D1 agonist: Allosteric Agonists of the Human D1 Dopamine Receptor: qHTS; D(1A) dopamine receptor (Homo sapiens), P21728; HEK293 T-REx D1 cells, calcium flux, agonist mode; activation, % at 2 µM; 360,000 tested, 1% active; in the data active = activation above about 30%; note: 0% is about no effect
#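 Tetracycline-induced HEK293 TREx D1 cells, force-coupled to calcium signalling, were dye-loaded with a no-wash calcium kit. Compound was pin-added after a 10 s baseline. Fluorescence was read kinetically at 1 cycle/s for 180 s, with calcium rises flagged as agonism.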
# D2 potentiator: HTS Assay for Positive Allosteric Modulators of the Human D2 Dopamine Receptor: Primary Screen for Potentiators; D(2) dopamine receptor (Homo sapiens), P14416; HEK293 T-REx D2, calcium flux, EC20 dopamine potentiation; potentiation, % at 10 µM; 340,000 tested, 0.34% active;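 active = potentiation over 3 SD above the plate norm, cut at about 30% in these data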; note: 0% is about no effect
#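 Cells plated with tetracycline inducer and held overnight at 30 C; calcium dye loaded 30–90 min at room temperature; baseline taken, compound added and read 180 s; EC20 dopamine then added and read 180 s.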
# D2 antag: HTS Assay for Allosteric Antagonists of the Human D2 Dopamine Receptor: Primary Screen for Antagonists | HEK293 TREx D2 cells, calcium flux, dopamine EC80 | D(2) dopamine receptor (Homo sapiens), P14416 | inhibition, % at 10 µM | 340,000 tested, 2% active; in the data active = inhibition above about 30%; note: 0% is about no effect
#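 Measurement of antagonist activity uses fluorescent calcium dye in inducible HEK293 T-REx D2 cells: 10 s baseline, compound addition with 180 s read, EC80 dopamine addition with a further 180 s read.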
# D1 antagonist: Antagonist of Human D 1 Dopamine Receptor: qHTS; D(1A) dopamine receptor (Homo sapiens), P21728; HEK293 TREx D1 cells, calcium flux, dopamine EC80; hits give low values; activity change, negative = inhibition, % at 10 µM; 360,000 tested, 3.2% active; in the data active = activity change below about -30%; note: % is set by controls: 0 for no effect and ±100 for the full control effect
#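 Inducible Hek293 Trex D1 cells (tetracycline, overnight, 30 C). Calcium dye 30–90 min RT. Antagonist mode: EC80 dopamine added after 180 s compound read.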
# TRHR PAM: qHTS for Small Molecule Agonists and Allosteric Enhancers of Human TRH Receptor: Primary Screen for Enhancers. Thyrotropin-releasing hormone receptor (Homo sapiens), P34981. TRHR cells, fluo-8 calcium fluorescence, EC20 TRH enhancement. enhancement, % at 2 µM. 360,000 tested, 0.66% active; in the data active = enhancement above about 30%; note: 0% is about no effect
# Target sequence (P34981 whole entry, looked up): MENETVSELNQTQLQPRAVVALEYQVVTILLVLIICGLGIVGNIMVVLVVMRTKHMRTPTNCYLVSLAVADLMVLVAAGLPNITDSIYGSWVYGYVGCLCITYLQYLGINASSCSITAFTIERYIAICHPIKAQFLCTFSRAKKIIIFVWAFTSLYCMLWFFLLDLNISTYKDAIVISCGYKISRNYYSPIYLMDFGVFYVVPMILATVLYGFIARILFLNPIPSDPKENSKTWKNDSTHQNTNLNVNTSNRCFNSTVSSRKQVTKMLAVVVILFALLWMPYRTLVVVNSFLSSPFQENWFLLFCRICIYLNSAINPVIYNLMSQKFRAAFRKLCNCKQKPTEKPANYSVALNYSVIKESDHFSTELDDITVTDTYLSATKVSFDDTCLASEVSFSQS
#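 TRHR-expressing cells loaded with fluo-8 calcium dye were read kinetically (ex 480/em 530) during compound addition, then stimulated with an EC20 of TRH (10 nM final). Enhancement of the Gq-mediated intracellular calcium response was scored.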
# RXFP1 antagonist: qHTS Assay for Antagonists of the Relaxin Receptor RXFP1. Relaxin receptor 1 (Homo sapiens), Q9HBX9. HEK293-RXFP1, relaxin-stimulated cAMP HTRF, 30 min; hits give low values. activity change, negative = inhibition, % at 57.5 µM. 350,000 tested, 0.59% active;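 active = activity change of -60% or lower, but not beyond a set lower limit; inconclusive = change between -60% and -40%, or beyond the set limit; inactive = change above -40%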; note: % is set by controls: 0 for no effect and ±100 for the full control effect
# RXFP1 ag: qHTS Assay for Agonists of the Relaxin Receptor RXFP1. Relaxin receptor 1 (Homo sapiens), Q9HBX9. HEK293T-RXFP1 cAMP TR-FRET, 30 min; response scale: percent of porcine relaxin response, buffer zero. Potency, µM (series often up to 57.5 µM), for inactives: at the highest dose activation, actives largely listed as activators. 370,000 tested, 0.3% active. AID 2676, 2010; active = well fitted activation curve with a large enough effect; inconclusive = small, poorly fitted or top-dose-only effect; note: potency is the fitted concentration of half-maximal effect; % is set by controls: 0 for no effect and ±100 for the full control effect; nearly all actives have a fitted effect of over 60% in size; many of its hits are not listed in these tables
#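 Agonist response is measured as cAMP accumulation in an RXFP1-transfected HEK293T line under PDE4 inhibition. Values are scaled between buffer-only and 29 nM porcine relaxin, and EC50s come from standard Hill equation fits.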
# Active calls of the source: *; ? = inconclusive; · = no result given.
# Below each SMILES – D1 agonist	TRHR PAM	D2 potentiator	RXFP1 antagonist	RXFP1 ag	D1 potentiator	D2 ag	D1 antagonist	D2 antag
1	Fc1ccc(NC(=S)Nc2ccccc2N2CCOCC2)cc1Cl
  17	1	-4	5	0.1%	-4	0.0	-24	-10
2	Cn1cc([N+](=O)[O-])c(C(=O)Nc2ccn(C34CC5CC(CC(C5)C3)C4)n2)n1
  4	11	2	10	-2.0%	7	-0.3	13	22
3	O=c1c2cc([N+](=O)[O-])ccc2nc(CN2CCN(c3ccccn3)CC2)n1-c1ccccc1F
  15	0	-21	-20	1.7%	0	27	-3	-24
4	CC1(C)CC(=O)C2=C(C1)Nc1ccccc1NC2c1cccnc1 (configuration not stated)
  4	11	8	0	0.2%	-6	0.8	2	-11
5	Cc1ccc(S(=O)(=O)c2cc3c(=O)n4cccc(C)c4nc3n(Cc3ccncc3)c2=N)cc1
  8	-6	0	5	3.3%	-1	1.6	-11	6
6	CC1CCN(S(=O)(=O)c2ccc3[nH]ccc3c2)CC1
  -4	5	13	1	-2.4%	3	-0.6	12	·
7	NC(=O)c1ccc(NC(=O)c2cnc3ccccc3n2)cc1
  2	1	-3	2	1.6%	3	0.1	-2	8
8	[O-]/C(=C(\C(=S)Nc1ccccc1F)[n+]1ccccc1)c1ccc(OC(F)F)cc1
  3	9	1	9	13%	-1	0.4	-5	-7
9	CCOC(=O)C1=C(N)Oc2cc(C)n(CCc3ccc(OC)c(OC)c3)c(=O)c2C1c1cccnc1 (configuration not stated)
  3	-3	16	?	-0.2%	-1	-0.2	23	-7
10	COc1ccc(NC(=O)c2ccc(-n3cccn3)nc2)c(OC)c1
  1	0	-4	-5	2.7%	-5	-0.5	4	5
11	CCC1(c2ccc(F)cc2)NC(=O)N(CC(=O)c2cc(C)n(C3CC3)c2C)C1=O (configuration not stated)
  41*	-7	1	-4	1.4%	-2	4.6	-3	-6
12	COc1ccc(CCNC(=O)Cn2nnc(-c3ccc(N4CCOCC4)cc3)n2)cc1OC
  2	5	-1	-2	2.6%	-7	-0.7	-5	-11
13	COc1ccc(/C(O)=C2/C(=O)C(=O)N(CCCN(C)C)C2c2cccc(Cl)c2)cc1OC (configuration not stated)
  3	-3	-2	37	13%	-6	1.6	6	-7
14	Cc1ccc(C)c(N2CC(C(=O)O)CC2=O)c1 (configuration not stated)
  0	-3	18	4	0.1%	0	0.5	-6	-11
15	C=CCNc1nc(C(=O)OCC)nc2ccccc12
  3	3	14	16	7.9%	0	0.4	-7	-4
16	CCOC(=O)c1ccc(-c2ccc(/C=C(\C#N)C(=O)Nc3ccc(C)cc3)o2)cc1
  7	0	1	6	3.9%	0	1.8	-2	·
17	O=C(C1CCC(CNS(=O)(=O)c2ccc(Br)s2)CC1)N1CCN(c2ccc(F)cc2)CC1 (configuration not stated)
  8	0	7	4	1.4%	-1	0.1	-10	·
18	O=C(Nc1ccc2cn[nH]c2c1)c1ccc(Cl)c(S(=O)(=O)N2CCOCC2)c1
  2	0	-9	-2	24%	-8	0.4	-16	-8
19	COc1ccccc1C(=O)Nc1nnc(-c2ccc(Cl)cc2)o1
  1	-5	-19	·	0.0%	-6	0.0	5	21
20	Cc1nc(C)c(C(=O)OCC(=O)Nc2ccccc2SCC#N)s1
  13	3	14	3	-1.5%	-4	2.8	1	3
21	O=C(O)c1cc(O)ccc1NC(=O)C(c1ccccc1)c1ccccc1
  1	-1	-3	-4	1.3%	0	0.0	1	0
22	COC(=O)C1=C(C)N(Cc2ccc(C)cc2)C(=O)/C1=C\c1cc(OC)c(OC)c(OC)c1
  7	-7	12	-15	2.1%	-2	-1.0	1	-2
23	O=C(O)CCN1CC2([N+](=O)[O-])CC=C(OCCO)C([N+](=O)[O-])(C1)C2 (configuration not stated)
  5	-1	4	0	1.5%	-3	0.7	8	-10
24	CCOC(=O)c1[nH]c2ccc(F)cc2c1NC(=O)CN1CCc2cc(OC)c(OC)cc2C1
  1	43*	-15	·	1.4%	0	0.2	4	14
25	Cc1ccc(NC(=O)NCCCc2ccccc2)cc1
  2	-14	-24	-7	-0.2%	-3	0.3	-11	0
26	O=C(Cn1nnc(-c2ccc(Cl)cc2)n1)NCC1CCCCC1
  4	2	13	5	-0.2%	-5	3.0	-1	1
27	O=S1(=O)C=CC(Nc2cccc(Cl)c2)C1 (configuration not stated)
  0	-1	4	-11	1.1%	-4	2.3	4	26
28	CNC(=S)N(Cc1cc2cc(OC)c(OC)cc2[nH]c1=O)C1CCCC1
  6	7	-1	·	0.2%	-3	-5.1	9	-15
29	CC(C)(C)NC(=O)CSc1nc2[nH]ncc2c(=O)[nH]1
  1	5	0	-17	4.2%	4	2.8	15	3
30	CC(C)(C)c1ccc(S(=O)(=O)N2CCC(CO)(CC3CCCCO3)CC2)cc1 (configuration not stated)
  3	-9	-3	?	-1.0%	-11	-0.3	-7	2
31	COc1ccc(OCC(=O)NCCNC(=O)c2ccccn2)cc1
  4	2	12	7	-0.5%	4	0.3	1	-16
32	CC(CCC(=O)O)C1CCC2C3CCC4C[C@H](O)CCC4(C)C3CC(=O)C12C (some centres not stated)
  0	1	-20	-6	-2.0%	-8	52*	12	24
33	CCCC(=O)Nc1ccc(C(=O)Nc2cc(C(F)(F)F)ccc2Cl)cc1
  12	9	9	-18	0.5%	-4	1.6	-13	-10
34	CCN(c1nc(C)cc(OC)n1)S(=O)(=O)c1ccccc1
  4	2	-2	-1	0.5%	9	0.0	2	6
35	Cc1ccc(NC(=O)c2cc([N+](=O)[O-])ccc2N2CCCC2)cc1
  1	15	-2	5	-3.1%	2	-0.8	-7	-3
36	Cc1cnc(C(=O)Nc2ccc(C(=O)N(C)C3CCCCC3)cc2)cn1
  2	-2	-9	·	-3.6%	3	-1.0	-7	1
37	CC(=O)c1ccc(NC(=O)C(C)Sc2n[nH]c(-c3cccnc3)n2)cc1 (configuration not stated)
  -1	7	0	-13	4.4%	·	1.3	4	8
38	CSc1ccc(C2C(C#N)=C(N)Oc3cc4c(cc32)OCO4)cc1 (configuration not stated)
  1	3	20	-5	0.4%	-7	1.4	-12	12
39	O=C(CCCc1ccccc1)NC1CC(=O)N(c2cccc(F)c2)C1 (configuration not stated)
  0	0	-7	-18	2.3%	-2	0.2	·	·
40	CCn1ncc([N+](=O)[O-])c1C(=O)N1CCCC1
  0	-2	-3	-6	0.6%	0	-0.7	·	-1
41	CCOc1ccc(Cn2nnc(C(=O)NCc3ccc(OC)cc3)c2N)cc1
  11	7	·	·	32µM*	1	·	4	·
42	COc1cc(C(=O)NC(=S)NNC(=O)c2cnccn2)cc(OC)c1OC
  2	5	12	·	11%	-4	-0.6	5	11
43	COc1cccc(NC(=O)C(C)(C)C)c1
  4	2	13	·	1.1%	-6	-1.2	-8	13
44	COc1ccc(C(=O)NC(C)CCn2cccn2)cc1OC1CCN(C(C)C)CC1 (configuration not stated)
  1	-6	-3	-5	-0.7%	-5	1.3	-12	-6
45	CCc1cc2c(CN3CCN(CCO)CC3)cc(=O)oc2cc1O
  7	2	-1	-6	-2.6%	-3	-0.5	-5	1
46	O=C(Nc1ccc(Oc2cccnc2)cc1)c1cccc([N+](=O)[O-])c1
  5	0	-3	4	2.9%	-5	-0.5	-21	3
47	CCCC1(C(=O)OCC)NC(c2ccc(N(C)C)cc2)C2C(=O)N(c3ccc(OCC)cc3)C(=O)C21 (configuration not stated)
  0	-5	-4	-4	-0.7%	3	-0.4	1	1
48	CCOC(=O)c1ccc(NS(=O)(=O)c2cc3c(cc2C)NC(=O)CO3)cc1
  5	2	9	-1	-0.6%	-1	-0.5	28	2
49	O=C(O)C1CCCN1S(=O)(=O)c1ccc2[nH]c(=O)c(=O)[nH]c2c1 (configuration not stated)
  2	-4	·	10	-0.5%	-3	0.8	6	-1

# In the list so far, seven contain an NH in an aromatic ring:
# Below each SMILES – D1 agonist	TRHR PAM	D2 potentiator	RXFP1 antagonist	RXFP1 ag	D1 potentiator	D2 ag	D1 antagonist	D2 antag
6	CC1CCN(S(=O)(=O)c2ccc3[nH]ccc3c2)CC1
  -4	5	13	1	-2.4%	3	-0.6	12	·
18	O=C(Nc1ccc2cn[nH]c2c1)c1ccc(Cl)c(S(=O)(=O)N2CCOCC2)c1
  2	0	-9	-2	24%	-8	0.4	-16	-8
24	CCOC(=O)c1[nH]c2ccc(F)cc2c1NC(=O)CN1CCc2cc(OC)c(OC)cc2C1
  1	43*	-15	·	1.4%	0	0.2	4	14
28	CNC(=S)N(Cc1cc2cc(OC)c(OC)cc2[nH]c1=O)C1CCCC1
  6	7	-1	·	0.2%	-3	-5.1	9	-15
29	CC(C)(C)NC(=O)CSc1nc2[nH]ncc2c(=O)[nH]1
  1	5	0	-17	4.2%	4	2.8	15	3
37	CC(=O)c1ccc(NC(=O)C(C)Sc2n[nH]c(-c3cccnc3)n2)cc1 (configuration not stated)
  -1	7	0	-13	4.4%	·	1.3	4	8
49	O=C(O)C1CCCN1S(=O)(=O)c1ccc2[nH]c(=O)c(=O)[nH]c2c1 (configuration not stated)
  2	-4	·	10	-0.5%	-3	0.8	6	-1

# Some of the compounds tested; count on the stated rates, not on these rows.
